CHOP inhibitor: CHOP inhibition in unfolded protein response. CHO-K1 CHOP-promoter luciferase, tunicamycin-induced, 15-18 h. inhibition, % at 10 µM. 3.8% of 220,000 active. AID 2732;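 active = compounds that reduced the stress-induced luciferase reporter signal by more than about 70% of percent inhibition, limit read from the data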;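 note: 0% = tunicamycin plus vehicle and 100% = wells without tunicamycin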
TRPN1 ag: zebrafish TRPN1 (NompC) channel agonism | HEK293 zebrafish TRPN1-YFP, Fluo-8 calcium fluorescence; 100% = response to 87 µM carbachol | 0.18% of 220,000 active | activation, % at 3 µM;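 active = activation above its plate's cutoff, the mean activation of test wells on that plate plus 3 SD, cut at about 19% in these data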;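 note: 0% = DMSO alone and 100% = 87 µM carbachol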
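Assay system: Zebrafish TRPN1-YFP in HEK293 cells | Incubation: Dye loading 1 h at 37 °C, then 30 min room temperature | Measured by: Kinetic Fluo-8 fluorescence, ex 470-495, em 515-575 nm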
TNF necrop inh: TNF-alpha cell death inhibition in Jurkat FADD-/- cells. activation (protection from cell death), % at 10 µM. Jurkat FADD-/- TNF necroptosis rescue, ATP luminescence, 24 h; 0 = TNF only, 100 = no-TNF cells. 0.068% of 220,000 active;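 active = activation, meaning protection from cell death, of at least 50% relative to plate controls; inactive = activation below 50%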;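 note: necroptosis triggered by 40 ng/mL TNF-alpha added together with compound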
PPC-1+TRAIL kill: compounds killing PPC-1 cancer cells with TRAIL present (potentiator screen, no TRAIL-free arm). AID 1443. PPC-1 cells + TRAIL, ATPLite viability luminescence. cell killing (% activity), % at 4 µM. 0.41% of 220,000 active;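 active = cell killing above 50% in the first pass at 4 µM, then a duplicate retest at 5 µM averaging 50% or more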;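 note: plate controls were cells with TRAIL plus DMSO for no effect and medium-only wells lacking cells for full effect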
EBV gp42 block: blocks Epstein-Barr virus glycoprotein 42 binding | Q1HVG2 | Fluorescence polarization binding assay, mP read-out | inhibition, % (tested at 21.74 µM) | 0.42% of 220,000 active | AID 1085; in the data active = inhibition above about 50%
NCF1 inh: blocks human p47phox regulatory protein of NADPH oxidases; P14598; p47phox/p22phox peptide binding, fluorescence polarization, 2 h; inhibition, % at 24.7 µM; 0.53% of 220,000 active; AID 1274;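 active = inhibition above about 30%, limit read from the data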;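 note: 0% = p47phox with labelled peptide and 100% = labelled peptide alone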
MDM2 E3 inh: blocks human Mdm2 ubiquitin ligase activity; 0.11% of 210,000 active; signal enhancement, % at 5 µM; cell-based MDM2 ubiquitination luciferase reporter, 2 h; 0 = plate control, 100 = twice control, blank-subtracted;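 active = signal enhancement of 30% or more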;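 note: luminescence tracks abundance of the self-degrading MDM2-luciferase fusion protein; higher signal means inhibition of MDM2 E3 ligase activity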
Target sequence (Q00987 whole entry, looked up, the tested form may be a part): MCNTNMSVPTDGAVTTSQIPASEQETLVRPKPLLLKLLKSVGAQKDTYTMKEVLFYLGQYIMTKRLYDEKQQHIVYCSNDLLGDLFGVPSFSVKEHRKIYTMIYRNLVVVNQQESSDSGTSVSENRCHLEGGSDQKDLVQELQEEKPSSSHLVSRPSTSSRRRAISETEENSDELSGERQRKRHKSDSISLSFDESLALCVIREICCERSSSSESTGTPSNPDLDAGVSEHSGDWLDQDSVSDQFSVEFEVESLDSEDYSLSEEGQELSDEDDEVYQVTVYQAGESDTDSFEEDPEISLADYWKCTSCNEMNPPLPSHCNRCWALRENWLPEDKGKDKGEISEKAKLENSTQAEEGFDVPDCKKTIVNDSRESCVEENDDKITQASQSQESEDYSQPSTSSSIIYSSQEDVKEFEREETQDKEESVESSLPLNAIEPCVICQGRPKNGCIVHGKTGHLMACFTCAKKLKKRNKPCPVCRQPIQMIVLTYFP
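Assay system: stable mammalian line carrying autodegrading MDM2–luciferase fusion reporter; Input: 2000 cells in each well; Compound dosing: single-point 5 µM; Schedule: 2 h compound exposure at 37 °C; Signal: SteadyLite luciferase luminescence after 15 min room-temperature reagent incubation; Evaluation: % luminescence enhancement versus blank-corrected plate control mean; Benchmarks: plate controls and plate blanks.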
TRPML3 agonist: activates the human TRPML3 channel; Q8TDD5; HEK293 TRPML3-YFP, Fluo-8 calcium fluorescence; 100% = the carbachol control signal; activation, % at 3 µM; 0.29% of 220,000 active; AID 1448;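 active = activation above its plate's cutoff, the mean activation of the plate's test wells plus 3 SD, cut at about 12% in these data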;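 note: 0% = DMSO only wells and 100% = carbachol wells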
Target sequence (Q8TDD5 whole entry, looked up): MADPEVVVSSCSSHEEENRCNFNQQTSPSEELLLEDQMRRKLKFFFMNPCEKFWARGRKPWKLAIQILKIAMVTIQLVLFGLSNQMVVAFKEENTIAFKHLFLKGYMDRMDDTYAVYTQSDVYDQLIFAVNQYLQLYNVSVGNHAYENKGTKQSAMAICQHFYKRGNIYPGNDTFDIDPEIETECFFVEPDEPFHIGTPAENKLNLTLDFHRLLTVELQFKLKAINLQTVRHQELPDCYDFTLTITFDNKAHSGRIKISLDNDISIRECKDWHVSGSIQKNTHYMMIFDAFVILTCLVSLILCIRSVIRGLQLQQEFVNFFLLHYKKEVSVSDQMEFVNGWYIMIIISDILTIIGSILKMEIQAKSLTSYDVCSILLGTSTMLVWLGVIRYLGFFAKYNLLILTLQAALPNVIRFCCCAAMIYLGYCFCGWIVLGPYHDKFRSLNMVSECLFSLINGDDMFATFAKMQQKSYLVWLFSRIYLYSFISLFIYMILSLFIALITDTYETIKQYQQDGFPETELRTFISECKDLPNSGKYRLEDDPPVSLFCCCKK
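Material: HEK293 cells stably carrying human TRPML3-YFP; compound dosing: single dose, 3 µM final nominal compound, 0.3% DMSO final; incubation: 1-h 37 °C dye load, 5-s basal, 120-s post-compound reads; technique: Fluo-8 intracellular calcium fluorescence, excitation 470-495 nm, emission 515-575 nm; read-out basis: percent activation from peak-to-basal fluorescence ratio, scaled between DMSO and carbachol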
Runt-SMMHC FRET: blocks binding of human RUNX1 Runt domain to CBFb-SMMHC; inhibition, % at 20 µM; 0.74% of 220,000 active; Cerulean-Runt/Venus-CBFb-SMMHC FRET ratio 530/480, 1 h; Q01196+Q13951;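 active = mean inhibition across duplicate retests at 20 µM reaching about 50%, limit read from the data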;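 note: 0% = DMSO wells and 100% = wells with excess untagged CBFb-SMMHC; inhibitors lower the FRET ratio by blocking Runt binding to CBFb-SMMHC; some results filed as inactive read as strong as hits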
An asterisk follows results filed as active; / = not tested or not shown.

SMILES	CHOP inhibitor	TRPN1 ag	TNF necrop inh	PPC-1+TRAIL kill	EBV gp42 block	NCF1 inh	MDM2 E3 inh	TRPML3 agonist	Runt-SMMHC FRET
COc1cc2nc(SCc3ccc(F)cc3)n(Cc3cccs3)c(=N)c2cc1OC	0	1.6	2.0	-4	-23	-44	-4	0.5	-1
Cc1ccc2c(C)cc(=S)[nH]c2c1	4	-0.2	-0.2	4	-11	-2	-8	-0.3	5
CC(=O)Nc1ccc(CNC(=O)C[N+]2(C)CCOCC2)cc1	30	0.7	0.6	-1	-21	-10	9	0.9	-1
COc1ccc(N2CCN(C(=O)CSc3nnc4c(C)cc5cc(C)ccc5n34)CC2)cc1	49	-0.3	-5.5	-16	4	-3	-9	-0.2	1
COc1ccc(OC)c(N(CC(=O)Nc2ccc3c(c2)OCCO3)S(C)(=O)=O)c1	37	1.6	0.9	30	-4	2	-8	0.5	2
COc1ccc(OC)c(-c2cc(-c3cccnc3)nc(N)c2C#N)c1	-7	0.0	-7.6	6	-18	-17	4	-0.9	1
CCN(CC)C(=O)COc1cccc2ccccc12	-6	2.3	1.7	3	-3	3	-20	0.2	2
CC(C)Cc1nnc(NC(=O)CCC(=O)Nc2ccccc2F)s1	-5	1.2	-1.0	1	1	-17	-4	0.0	-1
CN1CCN(C2OC(=O)c3ccccc32)CC1 (centres undefined)	7	-0.1	2.3	5	5	-1	-10	0.8	0
CCc1nc2ccc(C(=O)Nc3cccc(C(C)=O)c3)cc2nc1CC	-15	2.4	3.7	12	-26	-9	1	0.1	-5
Cc1ccn2c(-c3n[nH]c(=S)n3Cc3ccccc3)c(C)nc2c1	-18	1.0	0.5	13	-3	12	-7	0.3	4
COC(=O)/C(=C(/F)Sc1cc(C)c(O)c(C)c1)C(F)(F)F	98*	-1.7	-11	9	-10	-7	-15	-0.3	2

Sorted by value in EBV gp42 block (rising): three of the compounds above
SMILES | EBV gp42 block
CC(=O)Nc1ccc(CNC(=O)C[N+]2(C)CCOCC2)cc1 | -21
Cc1ccn2c(-c3n[nH]c(=S)n3Cc3ccccc3)c(C)nc2c1 | -3
COc1ccc(N2CCN(C(=O)CSc3nnc4c(C)cc5cc(C)ccc5n34)CC2)cc1 | 4

Further compounds
SMILES	CHOP inhibitor	TRPN1 ag	TNF necrop inh	PPC-1+TRAIL kill	EBV gp42 block	NCF1 inh	MDM2 E3 inh	TRPML3 agonist	Runt-SMMHC FRET
CCc1ccc(NC(=O)c2cnc3scc(C)n3c2=O)cc1	18	-0.7	-1.3	-1	8	-3	-4	1.2	0
Cc1ccc(NN2C(=O)C=CC2=O)cc1	10	2.3	-0.4	9	15	-11	-15	0.9	1
Clc1ccc(CCNc2nc3ccccc3n3nnnc23)cc1	-60	0.9	0.3	16	-16	-32	-9	0.9	-3
O=C(NCCOc1ccccc1F)c1ccccc1SCc1ccc(F)cc1	46	-3.6	2.3	11	7	-12	-11	-0.6	-2
COc1ccc2c(c1)N1CCN=C1N2C	-32	0.9	0.5	4	-32	-6	-22	1.3	0
NC(=O)c1ccc(NC(=O)c2ccc(CN3CCOCC3)cc2)cc1	14	2.0	2.9	-13	-16	-3	-8	0.8	-5
O=C(CNS(=O)(=O)c1ccccc1Br)OCC(=O)N1CCc2ccccc21	7	-1.9	-0.5	-12	-26	-11	-15	-0.1	3
O=C(NNc1nc(-c2ccccc2)c2cc(Br)ccc2n1)c1ccc(S(=O)(=O)N2CCCCC2)cc1	23	-0.1	0.8	20	-5	-9	10	0.8	-3
CCCCCCC(=O)Nc1nc(C)c(-c2csc(Nc3cc(Cl)ccc3C)n2)s1	38	-0.1	1.2	8	-9	-27	-13	0.5	0
O=S(=O)(c1ccc(Cl)cc1)N1CCC(N2CCCCCC2)CC1	30	0.6	0.5	15	-3	-2	-8	1.3	1
CC(C)CCN1C(=O)c2ccc(C(=O)OCn3nnc4ccccc4c3=O)cc2C1=O	7	1.1	-0.3	24	-18	-7	2	0.5	0
COc1ccc(-n2c(SCC(=O)Nc3nc(C)cs3)nnc2-c2ccoc2C)cc1	6	-1.4	0.3	10	-9	0	0	-0.4	-3
COc1ccc(-c2c(C)oc3ccc(C)cc23)cc1	-24	-0.4	-0.1	12	-5	0	-4	0.4	-16
CCCCOc1ccc(N=Cc2cccs2)cc1	-16	1.7	-1.0	35	4	-5	0	1.5	2
Cc1onc(-c2ccccc2Cl)c1C(=O)Nc1ccc2c(c1)OCO2	13	-1.4	-1.8	24	-14	0	0	0.1	-3
CC(C)(/C=N/NC(=O)CSCc1ccc(Cl)cc1)CCC#N	42	-0.9	1.5	-4	-2	-9	-11	-0.1	1
CC(=O)Nc1ccc(Sc2ncccc2C(=O)Nc2cc(Cl)cc(Cl)c2)cn1	-35	1.8	-5.6	0	3	-13	1	0.5	-1
O=C(CSc1cccc2cccnc12)N/N=C/c1ccncc1	21	2.0	-1.1	12	6	-2	-27	0.2	-1
Cc1ccc(COc2ccc(/C=N/NC(=O)c3nnn(-c4nonc4N)c3COc3ccc(F)cc3)cc2)cc1	82*	3.2	2.1	6	-12	-10	/	-0.5	2
Cc1ccc(-n2c(SCC(=O)N3CC(=O)Nc4ccccc43)nc3ccccc3c2=O)cc1C	14	3.7	3.8	-2	-28	-41	-10	2.6	-3
O=C(O)C1C2C=CC(C2)C1C(=O)NC1CCN(Cc2ccccc2)CC1 (centres undefined)	15	1.7	0.1	23	12	-8	-17	1.0	2
O=C(O)c1cccc(NC(=S)NC(=O)c2ccc(-c3ccc(Cl)cc3)o2)c1	-13	-0.8	0.1	13	-3	-4	-3	0.0	3
Cc1cccn2c(=O)c(/C=C(\C#N)C(=O)NC3CCS(=O)(=O)C3)c(N3CC(C)OC(C)C3)nc12 (centres undefined)	7	0.6	-0.1	-3	-6	-6	-12	0.5	103*
O=C(CN1CCN(S(=O)(=O)c2ccc3ccccc3c2)CC1)N1CCc2ccccc2C1	55	-1.7	-6.3	-17	-19	-15	-9	0.8	2
COc1ccc(S(=O)(=O)n2cnc3cc(C)c(C)cc32)cc1	59	-0.2	-3.3	16	-7	2	-4	-0.9	-3
Cc1cc(OCC(=O)NCc2ccncc2)ccc1Cl	6	0.1	0.9	4	4	-6	-3	0.2	2
O=C(NCCCc1ccccc1)c1ccncc1	28	0.3	-3.8	14	-12	-10	-7	0.7	-3
CSc1nnc(-c2cc3c(s2)-c2ccccc2CC3)o1	31	-0.4	-6.8	22	-2	-29	-10	0.1	11
CCCN(CC(=O)Nc1ccc(C(N)=O)cc1)CC(=O)Nc1cc(Cl)ccc1Cl	-1	-1.2	-0.1	20	11	-3	-9	0.3	-8
O=C1Cc2cccc3cccc1c23	18	-1.2	-0.7	5	0	-6	-10	0.7	1
CSCCC(NC(=O)c1ccccc1)C(=O)O (centres undefined)	-11	-1.0	0.5	9	-8	3	-6	-0.2	-1
CCn1c(SCC(=O)Nc2cccc(C)c2)nc2nc3c(cc2c1=O)COC(C)(C)C3	30	-0.1	-5.4	6	-6	-6	-8	0.0	0
CCn1c(COc2ccc3c(c2)CCCC3)nnc1SCC(=O)Nc1nccs1	5	0.0	-0.1	-9	-21	2	-25	0.5	3
Cc1nn(C)cc1CN(C)C(=O)c1nn2c(c1Cl)NC(c1cccs1)CC2C(F)(F)F (centres undefined)	13	1.4	-4.9	18	-10	-21	-12	0.7	2
Cc1ccc(-n2ncc3c(=O)[nH]c(SC(C)C)nc32)cc1	41	-1.0	1.5	6	1	-12	-5	0.3	3
Cc1ccc(C(=O)Nc2nc(-c3cc(Cl)sc3Cl)cs2)cc1	15	-0.9	-2.8	4	-13	-9	-35	0.8	-4

Entries of single compounds, quoted from the list. Screens in order: CHOP inhibitor, TRPN1 ag, TNF necrop inh, PPC-1+TRAIL kill, EBV gp42 block, NCF1 inh, MDM2 E3 inh, TRPML3 agonist, Runt-SMMHC FRET
`Cc1ccc(C(=O)Nc2nc(-c3cc(Cl)sc3Cl)cs2)cc1` is listed with 15, -0.9, -2.8, 4, -13, -9, -35, 0.8, -4
`Cc1ccc(-n2ncc3c(=O)[nH]c(SC(C)C)nc32)cc1` is listed with 41, -1.0, 1.5, 6, 1, -12, -5, 0.3, 3
`O=C(NCCCc1ccccc1)c1ccncc1` is listed with 28, 0.3, -3.8, 14, -12, -10, -7, 0.7, -3

Records above printed as active in Runt-SMMHC FRET.
Molecule,CHOP inhibitor,EBV gp42 block,NCF1 inh,MDM2 E3 inh,TRPML3 agonist,Runt-SMMHC FRET
Cc1cccn2c(=O)c(/C=C(\C#N)C(=O)NC3CCS(=O)(=O)C3)c(N3CC(C)OC(C)C3)nc12 (centres undefined),7,-6,-6,-12,0.5,103*

(cont.)
SMILES	CHOP inhibitor	TRPN1 ag	TNF necrop inh	PPC-1+TRAIL kill	EBV gp42 block	NCF1 inh	MDM2 E3 inh	TRPML3 agonist	Runt-SMMHC FRET
COc1ccc(C=O)cc1CSc1nnc(COc2cccc3cccnc23)o1	25	3.8	-1.0	-4	-13	-12	12	0.5	-10
O=S(=O)(Nc1ccc(-c2nc3ccccc3o2)cc1)c1ccccc1	68	0.8	-2.9	13	-23	-21	-1	0.2	2
C=CCOc1ccc(/C=N/NC(=O)C(C)Sc2ccccn2)cc1OC (centres undefined)	8	-0.7	0.8	-6	-13	-14	-1	0.4	3
CCOC(=O)CSc1nnc(Cc2cc(=O)[nH]c(=O)[nH]2)n1-c1ccc(Cl)cc1	-19	1.6	0.4	0	7	-14	-4	0.7	-3
Brc1cccc(-c2nnc3n2CCC3)c1	13	1.1	0.8	15	-10	11	-8	-0.1	2
COC(=O)COc1ccsc1C(=O)OC	25	2.0	-2.0	14	-21	-4	7	1.3	-3
Cc1cc(/C=N/NC(=O)CC2(C)OCCO2)c(C)n1-c1cc(Cl)cc(Cl)c1	69	0.1	-2.6	34	-10	-10	-7	-0.8	6
Cc1ccc(CN(Cc2ccc(C)o2)C(=S)NCC(=O)O)cc1	16	0.1	0.9	10	-11	-3	-4	0.0	2
Cn1c(Cn2c(=O)sc3ccccc32)nnc1SCC(=O)N1CCc2ccccc21	10	0.7	-0.8	29	-14	-7	-16	-0.4	-1
O=C(O)c1ccc(-c2cccc([N+](=O)[O-])c2)o1	20	0.0	1.4	12	4	12	-13	1.0	-1
COc1ccccc1/C=c1\sc2nc(-c3ccccc3OC)nn2c1=O	-25	-0.2	-15	-12	-2	-23	-16	-0.4	-7
Cc1sc2nc(C(C)C)nc(SCC(=O)N3CCN(C(=O)c4ccco4)CC3)c2c1C	24	2.0	-5.8	-13	6	-26	-15	-0.1	-2

Source: PubChem BioAssay
